Screens (PubChem BioAssay)
Vif inh: blocks HIV Vif function; HEK293T cells, Vif self-association by quenched fluorescence, imaging, 24 h; inhibition, % at 7.49 µM; 0.35% of 340,000 active; AID 602346; in the data active = inhibition above about 50%, passing the limit was not always enough; inconclusive = no clear call, values can overlap the other calls; inactive = below about 31%; note: some results filed as inactive read as strong as hits
HIF-2a inh: blocks HIF-2a reporter activity. inhibition, % at 18.8 µM. 0.72% of 360,000 active. 786-0 RCC cells HIF-2a reporter, luciferase luminescence, overnight;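 active = inhibition of the luminescence signal of 40% or more relative to plate controls, in a single-dose primary screen at 18.75 µM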
Peg3 prom inh: inhibitors of Peg3 promoter; 1.7% of 360,000 active; HeLa PEG-Prom luciferase reporter, luminescence, overnight; inhibition, % at 20 µM;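 active = inhibition of at least 50% at 20 µM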
CaV13 ICDI inh: Primary screen for inhibitors of IQ motif and Ca2+-dependent inactivation inhibitor domain binding in CACNA1D, Förster resonance energy transfer in living cells, …; inhibition, % at 12.3 µM; HEK cells, CFP/YFP FRET ICDI-IQ, plate reader, 10 min; percent FRET-ratio fall versus neutral wells; 0.098% of 340,000 active;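 active = mean replicate inhibition of at least 30% and at least 1% of replicates passing that level; inconclusive = only one of the two criteria is met; inactive = neither criterion is met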;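 note: 0% = median of the neutral control wells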
NR2E3 ag-1: activates human photoreceptor nuclear receptor NR2E3 | GST-NR2E3/biotin-RetCOR TR-FRET, 1536-well | inhibition of corepressor binding, % at 4.78 µM | 0.12% of 320,000 active | AID 2300;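 active = percent inhibition above the cutoff of mean plus 3 SD of all tested compounds, set per screening campaign, cut at about 20% in these data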;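 note: 0% = DMSO wells and 100% = biotin wells as full block of FRET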
Target sequence (Q9Y5X4 whole entry, looked up): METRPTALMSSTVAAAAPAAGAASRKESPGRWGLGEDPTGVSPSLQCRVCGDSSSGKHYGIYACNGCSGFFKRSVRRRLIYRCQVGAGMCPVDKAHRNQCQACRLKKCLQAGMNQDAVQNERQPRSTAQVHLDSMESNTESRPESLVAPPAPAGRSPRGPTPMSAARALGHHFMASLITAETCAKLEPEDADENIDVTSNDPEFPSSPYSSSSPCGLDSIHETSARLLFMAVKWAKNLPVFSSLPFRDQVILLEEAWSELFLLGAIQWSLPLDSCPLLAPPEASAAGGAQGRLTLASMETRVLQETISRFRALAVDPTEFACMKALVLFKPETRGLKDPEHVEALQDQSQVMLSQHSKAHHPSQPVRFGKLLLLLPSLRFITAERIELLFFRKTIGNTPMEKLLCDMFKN
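Test system – NR2E3–RetCOR corepressor complex · Quantity – NR2E3 fusion 1.35 nM · Buffer or medium – Tris pH 7.5 · Incubation – Compound–protein incubation for 5 h at 4 °C · Technique – TR-FRET, Eu(K)-anti-GST donor, streptavidin-D2 acceptor, ex 340, em 617/671 nm · Evaluation – percent inhibition of 671/617 nm emission ratio versus biotin and DMSO controls · Plate – 1536-well format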
NR2E3 ag-2: human photoreceptor-specific nuclear receptor agonism. Q9Y5X4. CHO-S Gal4-NCOR/VP16-NR2E3 two-hybrid, luciferase. inhibition of corepressor binding, % at 3.98 µM. 0.35% of 360,000 active. AID 602229;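 active = inhibition above the mean of all tested compounds plus 3 SD, cut at about 70% in these data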;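 note: 0% = DMSO with NR2E3 transfected cells and 100% = cells lacking NR2E3 construct; higher means lower luciferase signal from less NR2E3 corepressor binding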
iPSC survival up: enhancers of human iPSC single-cell survival; survival enhancement, % at 20 µM; hiPSC single-cell survival, ATPlite luminescence; 100% = ROCK inhibitor wells, 0% = DMSO; 0.044% of 360,000 active; in the data active = survival enhancement above about 18%;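 note: cells exposed to compounds for 16 hours before the ATP read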
PDI inh: blocks human protein disulfide isomerase activity | P07237 | PDI insulin aggregation turbidity, A650, 90 min | inhibition, % at 10 µM | 0.052% of 350,000 active | AID 588391;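 active = mean inhibition across replicates of 30% or more, whatever share of single replicates reach that level; inconclusive = mean inhibition below 30% while every single replicate reaches 30%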;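 note: absorbance from insulin aggregation driven by PDI reduction with DTT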
Target sequence (P07237 whole entry, looked up): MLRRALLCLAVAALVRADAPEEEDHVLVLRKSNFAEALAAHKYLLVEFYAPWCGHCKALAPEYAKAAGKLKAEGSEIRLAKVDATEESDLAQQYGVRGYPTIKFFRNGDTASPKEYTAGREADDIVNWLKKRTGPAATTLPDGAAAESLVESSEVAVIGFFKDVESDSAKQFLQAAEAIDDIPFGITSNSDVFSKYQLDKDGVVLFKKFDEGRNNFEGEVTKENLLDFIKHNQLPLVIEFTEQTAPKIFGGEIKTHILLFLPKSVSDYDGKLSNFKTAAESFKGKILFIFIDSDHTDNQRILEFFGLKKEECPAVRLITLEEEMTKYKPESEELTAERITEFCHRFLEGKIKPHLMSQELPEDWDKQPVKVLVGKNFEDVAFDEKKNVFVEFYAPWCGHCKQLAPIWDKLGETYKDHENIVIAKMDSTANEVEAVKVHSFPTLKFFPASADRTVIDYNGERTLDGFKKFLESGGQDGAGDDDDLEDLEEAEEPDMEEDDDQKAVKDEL
aDG glyco act: increases alpha dystroglycan glycosylation; Pro5-aDG cells, alpha-DG glycosylation AlphaScreen (IIH6); 0% Pro5, 100% B10-LARGE cell signal; activation, % at 10 µM; 0.22% of 360,000 active; AID 624168;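 active = activation of at least 8% versus controls, or a plate z-score of at least 8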;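 note: Pro5 are CHO cells carrying HIG-tagged alpha-DG that lacks glycosylation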
MITF TRPM1 inh: MITF TRPM1 promoter inhibition in SK-MEL-5 cells | SK-MEL-5 TRPM1 promoter luciferase, 24 h | inhibition, % at 12.5 µM | 0.83% of 330,000 active | AID 488899;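 active = mean inhibition across replicates of 60% or more, whatever share of single replicates reaches that level; inconclusive = some that reach 60%, reason not given; inactive = mean inhibition across replicates below 60%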; note: values of inactives mirror those of a sister screen read the other way
Granule exo inh: blocks lytic granule exocytosis; inhibition, % at 10 µM; 0.66% of 360,000 active; TALL-104 LAMP-1 surface exposure, flow cytometry; cells stimulated with thapsigargin and PMA;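 active = inhibition above about 55%, limit read from the data; inconclusive = no clear call, values can overlap the other calls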
Numbers without * were called inactive; ? = inconclusive; · = not tested or not shown.

SMILES | Vif inh | HIF-2a inh | Peg3 prom inh | CaV13 ICDI inh | NR2E3 ag-1 | NR2E3 ag-2 | iPSC survival up | PDI inh | aDG glyco act | MITF TRPM1 inh | Granule exo inh
CCCCn1c(N)c(N(CCOC)C(=O)c2ccc(-c3ccc(C(C)=O)cc3)o2)c(=O)[nH]c1=O | · | -41 | -42 | -6 | 4 | -21 | 0.1 | -8 | -0.2 | -16 | -6
Cc1cc(NC(=O)CN2C(=O)/C(=C/c3ccccc3F)SC2=S)no1 | -3 | -2 | 14 | -4 | 5 | 2 | 0.8 | -5 | -0.1 | -14 | -5
O=C(NCCCN1CCOCC1)C(=O)NCC1OCCN1S(=O)(=O)c1ccc(Cl)cc1 (stereo not given) | 3 | 5 | 2 | -11 | · | -5 | 5.5 | -1 | -0.1 | · | -4
CC(=O)Nc1ccc(NC(=O)C(Cc2ccccc2)NC(=O)C2CCCCC2)cc1 (stereo not given) | 1 | 10 | 11 | -3 | -1 | 2 | 0.1 | -9 | 0.1 | -4 | -3
Cc1noc(NS(=O)(=O)c2ccc(NC(=O)c3cnc4n(c3=O)CCS4)cc2)c1C | · | 22 | -13 | -9 | 0 | -26 | 2.4 | -7 | 2.2 | 9 | 0
Cc1ccc([C@H]2N[C@]3(CCCN(Cc4ccc(Br)cc4)C3=O)[C@H]3C(=O)N(Cc4ccccc4)C(=O)[C@@H]23)cc1 | -1 | 0 | 32 | -9 | · | -29 | -0.3 | -9 | 0.1 | · | 6
CCCC(=O)N(c1ccc(F)cc1)C1C=CS(=O)(=O)C1 (stereo not given) | -1 | 22 | 5 | -8 | 0 | 0 | 0.7 | 12 | -0.1 | -7 | 2
Cc1ccccc1-c1nn(-c2ccc(F)cc2F)cc1CNCCCO | 25 | 13 | 6 | -5 | 2 | 3 | -1.1 | 4 | 0.1 | -3 | -2
CCOc1ccc(Oc2ccc(S(=O)(=O)N3CCOCC3)cc2N)cc1 | 5 | 11 | 12 | -2 | -2 | -8 | 0.6 | 1 | 1.0 | 4 | -1
CCCCN(C(=O)C1CSC2(C)CCC(=O)N12)c1c(N)n(Cc2ccccc2)c(=O)[nH]c1=O (stereo not given) | 0 | 7 | -1 | -7 | · | -6 | -0.2 | -1 | -0.3 | 0 | 1
O=C(Nc1ccc(Cl)cc1)C1CC=CCC1C(=O)OCC(F)(F)C(F)F (stereo not given) | 4 | 8 | 0 | -7 | 0 | -14 | 2.4 | 12 | -0.1 | -10 | -2
O=C(NCc1ccc2c(c1)OCO2)C12CN(Cc3ccccc3)CC1C(c1cccc([N+](=O)[O-])c1)=NO2 (stereo not given) | -2 | -4 | 8 | -11 | -3 | 10 | -1.2 | 0 | -0.4 | 5 | 100*
Cc1cc(C)nc(NC(=S)Nc2ccc(F)cc2F)c1 | 2 | -123 | -65 | -1 | -1 | 0 | -0.2 | 3 | 0.4 | 3 | 0
Cc1ccc2c(CN3CCC(C(N)=O)CC3)cc(=O)oc2c1C | -15 | -19 | 0 | -7 | -1 | -22 | 0.5 | 0 | -0.1 | 2 | 9
N=c1c2c(n(Cc3ccc(Br)cc3)c3c1CCC3)CCCC2 | 1 | 15 | 22 | 0 | 2 | -2 | -4.6 | -6 | 0.4 | 65* | 2
O=C(Nc1cccc(S(=O)(=O)N2CCCC2)c1)c1cccnc1 | · | 13 | 11 | -3 | 0 | -33 | -0.4 | -3 | 0.2 | 5 | 16
O=C(c1ccco1)N1CCN(C(=O)c2ccc(Cn3cc(Br)cn3)o2)CC1 | -1 | 8 | 3 | · | 3 | 5 | 8.1 | 7 | 0.2 | 11 | -2
CC1(C)CC(=O)C/C(=N\NC(=O)C2CC23CCC3)C1 (stereo not given) | · | 16 | 2 | -4 | 1 | 3 | -2.7 | 0 | 0.1 | -13 | 0
O=S(=O)(Nc1ccc(Cl)cc1)c1ccc(N2CCOCC2)c(NC(=S)NCCN2CCOCC2)c1 | -1 | 9 | 34 | 5 | 7 | 36 | -0.4 | 4 | 0.9 | 4 | 9
N=C(N)SCCc1cccc(CCSC(=N)N)c1 | 3 | -5 | -10 | -4 | -2 | -6 | 1.5 | 9 | -0.4 | 9 | -3

The last 3 records of the part before are carried over, then new ones follow.
SMILES | Vif inh | HIF-2a inh | Peg3 prom inh | CaV13 ICDI inh | NR2E3 ag-1 | NR2E3 ag-2 | iPSC survival up | PDI inh | aDG glyco act | MITF TRPM1 inh | Granule exo inh
CC1(C)CC(=O)C/C(=N\NC(=O)C2CC23CCC3)C1 (stereo not given) | · | 16 | 2 | -4 | 1 | 3 | -2.7 | 0 | 0.1 | -13 | 0
O=S(=O)(Nc1ccc(Cl)cc1)c1ccc(N2CCOCC2)c(NC(=S)NCCN2CCOCC2)c1 | -1 | 9 | 34 | 5 | 7 | 36 | -0.4 | 4 | 0.9 | 4 | 9
N=C(N)SCCc1cccc(CCSC(=N)N)c1 | 3 | -5 | -10 | -4 | -2 | -6 | 1.5 | 9 | -0.4 | 9 | -3
COC(=O)c1cc2sc(Cl)cc2n1CC(=O)Nc1cccc(SC)c1 | 3 | -26 | -1 | -8 | -3 | 4 | -0.8 | 15 | -0.2 | 4 | -4
Cc1ccc(C)c(C(=O)c2ccccc2NC(=O)c2ccccn2)c1 | ? | 8 | 33 | -21 | 4 | -48 | -0.3 | 2 | 0.1 | 10 | 3
O=C1SCCC1NC(=O)C(c1ccccc1)c1ccccc1 (stereo not given) | 1 | 19 | 18 | -5 | 1 | -10 | 0.8 | 1 | 0.0 | -5 | -2
CCc1nnc(NC(=O)c2cc(C)nc3ccccc23)s1 | -4 | 7 | 14 | -7 | -1 | -11 | 0.4 | 1 | -0.2 | 21 | -4
CN(C)S(=O)(=O)c1cccc(NC(=S)N/N=C/C2CC=CCC2)c1 (stereo not given) | 1 | -22 | -14 | -4 | 4 | -64 | -0.2 | 6 | -0.2 | -13 | -1
O=c1[nH]c(CN2CCN(S(=O)(=O)c3ccccc3C(F)(F)F)CC2)nc2sc3c(c12)CCCC3 | · | 15 | 26 | -5 | 3 | -11 | -1.2 | -8 | 0.3 | -3 | 4
COc1ccc(S(=O)(=O)N2CCN(c3ccccn3)CC2)cc1[N+](=O)[O-] | -3 | 7 | 7 | -2 | -3 | -2 | -0.7 | -1 | 0.0 | -11 | -1
CC1CCN(c2c(NCc3ccc(C(=O)N4CCN(C5CCCCC5)CC4)cc3)c(=O)c2=O)CC1 | -1 | 12 | 7 | -5 | 8 | -32 | 0.0 | -2 | -0.2 | 4 | 3
Cc1ccc(NC(=O)CCCCCN2C(=O)c3ccccc3C2=O)nc1 | -3 | 11 | 7 | -7 | -2 | 16 | 1.4 | 6 | -0.1 | -8 | 0
O=C(CN1C(=O)c2ccccc2S1(=O)=O)c1ccccc1 | -6 | 46* | 53* | -2 | -5 | -8 | -2.5 | 10 | -0.1 | 60 | -7
CCc1nc2c(OCc3ccccc3C)cccn2c1N(C)C(=O)CC(C)C | 1 | 0 | 16 | -7 | · | 11 | -0.6 | 0 | 0.5 | · | 5
CCCn1c(/N=C/c2ccccc2O)nc2ccccc21 | 36 | 11 | -23 | -5 | 3 | -2 | 3.3 | -2 | 0.2 | -6 | -2
Cn1c(SCC(=O)N2CCCc3ccccc32)nc2ccccc2c1=O | -21 | 27 | 35 | -5 | 0 | 58 | -2.0 | 3 | 3.6 | 11 | -2
COc1cc(/C=N/n2cnnc2)ccc1Oc1nc(Cl)ncc1F | -4 | 20 | 32 | 8 | -1 | -18 | -0.7 | -3 | 0.1 | 11 | -1
NCCCCCc1nnc(SCC(N)=O)o1 | 1 | 22 | 1 | -4 | 1 | 16 | -0.5 | 1 | -0.1 | 3 | 4
COc1ccc(CN(Cc2ccc(C(=O)O)cc2)C(=S)Nc2ccccc2C)cc1OC | 6 | 22 | -8 | -20 | 1 | -1 | -1.2 | 3 | -0.3 | -16 | -1
C=C1CCN([C@H](C(=O)OCc2ccc(C)cc2)C(C)C)S(=O)(=O)c2ccccc21 | · | 10 | 32 | -8 | 3 | -27 | -1.6 | -4 | 0.2 | -19 | -1
COc1ccc(OCc2cc(C(=O)NCCCc3ccccc3)no2)c(Cl)c1 | · | -32 | 14 | -3 | 1 | -9 | 1.4 | -6 | 0.1 | 0 | 2
COc1ccc(CN(C(=O)c2ccc(-c3ccccc3)[nH]2)C(C(=O)NCC2CCCO2)c2ccc(C)o2)cc1 (stereo not given) | -1 | 14 | 14 | -6 | 1 | -6 | -0.8 | -5 | -0.1 | -6 | 7
C#CC[N+](C)(C)CC#Cc1ccc(Cl)cc1 | -3 | 24 | 42 | 3 | 4 | 5 | -2.6 | 6 | 0.1 | 8 | -1
O=C(CCc1ccccc1)Nc1ccccc1[N+](=O)[O-] | -23 | -223 | -174 | -5 | 4 | -79 | 1.3 | -19 | -0.1 | -44 | 7
CC(=O)n1nc(-c2ccccc2)nc1NCc1ccc(F)cc1 | · | -108 | -80 | -6 | 0 | -25 | 4.3 | -3 | 0.0 | -31 | 1
CCOc1ccccc1NC(=O)C1CCCN(S(=O)(=O)c2ccc3c(c2)C(C)(C)C(=O)N3C)C1 (stereo not given) | · | 6 | 14 | -7 | 5 | 6 | -1.1 | -2 | 0.1 | · | 11
COc1ccc(C2/C(=C(/O)c3cnn(-c4ccccc4)c3C)C(=O)C(=O)N2CCN(C)C)cc1OC (stereo not given) | 7 | 8 | -4 | -7 | · | -24 | -0.5 | 6 | 0.1 | 7 | -3
O=C(C1CCCO1)N1CCN(C(=S)Nc2ccc(Cl)cc2)CC1 (stereo not given) | 7 | 12 | 8 | -18 | -3 | 4 | 1.2 | -4 | 0.1 | 4 | 0
CCOP(=O)(Nc1ccc2oc(=O)c3ccccc3c2c1)OCC | -27 | 6 | -5 | -2 | -2 | -32 | 0.3 | -2 | 0.0 | -11 | 7
CCCC(=O)Nc1c(-c2ccccc2)[nH][nH]c1=O | -2 | -5 | 6 | -4 | · | 4 | 3.7 | · | -0.2 | · | -1
CC1(C)CC(=O)C=C(c2n[nH]nc2C2=CCCCC2)C1 | 3 | -4 | 9 | -4 | · | -42 | -0.9 | 14 | 0.0 | · | 0
Cc1ccc(-n2c(C)cc(/C([O-])=C(/C(=S)Nc3ccc(F)c(Cl)c3)[n+]3ccccc3)c2C)cc1 | -11 | -4 | -32 | · | 3 | -10 | -4.4 | 5 | -0.5 | 9 | 1
O=C(NCCN1C(=O)S/C(=C\c2ccc(OC(F)F)cc2)C1=O)c1cnccn1 | 1 | 0 | 15 | -5 | 0 | -15 | -0.6 | -5 | -0.3 | 13 | 2
COc1ccccc1C(=O)N1CCN(C(=O)[C@H]2O[C@@H](n3cnc4c(N)ncnc43)[C@H](O)[C@@H]2O)CC1 | -1 | 13 | 16 | -6 | · | 1 | -0.3 | · | 0.0 | · | -4
